Tn7 DDE FP = inhibitors of Tn7 peptide binding to human fibrin DD(E) | FP displacement of FITC-Tn7 peptide from fibrin DD(E); 0% = median of compound wells per plate | inhibition, % at 8.3 µM | actives 0.13% (n = 370,000) | AID 720508;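 active means inhibition above the mean of compounds falling within the control limits plus 3 SD of them, cut at about 14% in these data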;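 further: 0% = plate median of compound wells and 100% = 10 µM Aha-Tn7 peptide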
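Assay system: Human clot-derived fibrin DD(E) complex | Buffer or medium: Tris/NaCl/CaCl2 buffer, pH 7.8 | Repeats: One replicate per compound | Benchmarks: Aha-Tn7 high control | Measure: % inhibition scaled between sample-field median and high-control FP | Schedule: 10 min plus 3 h, room temperature | Signal: Fluorescence polarization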
DDE Tn6 FP inh = inhibitors of Tn6 peptide binding to human fibrin DD(E); P02675; Fibrin DD(E) TRITC-Tn6 fluorescence polarization displacement; inhibition, % at 8.3 µM; actives 0.21% (n = 370,000); AID 720509;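 active means inhibition above a per-campaign cutoff: mean of compounds within control limits plus 3 SD, cut at about 15% in these data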;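 further: 0% = median of all compound wells on the plate and 100% = blocking peptide control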
PRMT1 inh = inhibitors of human PRMT1 | actives 1.3% (n = 370,000) | inhibition, % at 2.79 µM | recombinant PRMT1, activity-based probe fluorescence polarization | Q99873;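 active means inhibition above about 21% made by adding two undisclosed values, limit read from the data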
TCR CD3 inh = human TCR-CD3 binding inhibition. TAMRA-labeled TCR probe fluorescence, biochemical. inhibition, % at 9.4 µM. actives 0.37% (n = 360,000); in the data active means inhibition above about 19%;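 further: recombinant mutant TCR 2C K166C tagged with TAMRA read by polarization; 0% = receptor in buffer alone and 100% = receptor with positive control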
MBD2 inh = MBD2-methylated oligo binding inhibition; Q9UBB5; TR-FRET, MBD2 binding to methylated oligonucleotide; inhibition, % at 4.4 µM; actives 0.31% (n = 370,000); AID 686964; in the data active means inhibition above about 13%
LEDGF integ inh = blocks HIV-1 LEDGF/p75-dependent DNA integration | AID 743269 | TR-FRET IN-LEDGF/p75 DNA integration, Eu/Cy5 | actives 0.64% (n = 370,000) | inhibition, % at 3.7 µM;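 active means inhibition above the screen-wide mean plus 3 SD, cut at about 13% in these data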;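 further: signal is the Cy5 over europium emission ratio at 671 and 618 nm; 0% = plate median of compound wells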
TDP2 absorb = blocks human TDP2 phosphodiesterase activity. recombinant TDP2, T5PNP hydrolysis, p-nitrophenol absorbance 415 nm. inhibition, % at 12.8 µM. actives 0.34% (n = 370,000). AID 720702;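 active means inhibition above the mean of all tested compounds plus 3 SD, set per campaign, cut at about 25% in these data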;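 further: 0% = DMSO with enzyme and 100% = buffer with substrate but no TDP2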
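System: recombinant human TDP2 / Amount: 120 nM TDP2 per well / Also added: 5 mM T5PNP chromogenic substrate / Doses: 12.8 µM single point, 1% DMSO / Incubation: 2 h at 37 °C / Detection: p-Nitrophenol epi absorbance / Evaluation: % inhibition relative to enzyme-containing and enzyme-free wells / Repeats: singlicate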
SIAE inh = human SIAE inhibition, primary screen. Q9HAT2. SIAE FP-Rh probe binding, fluorescence polarization. inhibition, % at 9.66 µM. actives 0.69% (n = 370,000);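 active means inhibition above a cutoff: mean of compounds within the control limits plus 3 SD of those, cut at about 17% in these data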;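 further: 0% = plate median of compound wells and 100% = probe without SIAE protein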
Target sequence (Q9HAT2 whole entry, looked up): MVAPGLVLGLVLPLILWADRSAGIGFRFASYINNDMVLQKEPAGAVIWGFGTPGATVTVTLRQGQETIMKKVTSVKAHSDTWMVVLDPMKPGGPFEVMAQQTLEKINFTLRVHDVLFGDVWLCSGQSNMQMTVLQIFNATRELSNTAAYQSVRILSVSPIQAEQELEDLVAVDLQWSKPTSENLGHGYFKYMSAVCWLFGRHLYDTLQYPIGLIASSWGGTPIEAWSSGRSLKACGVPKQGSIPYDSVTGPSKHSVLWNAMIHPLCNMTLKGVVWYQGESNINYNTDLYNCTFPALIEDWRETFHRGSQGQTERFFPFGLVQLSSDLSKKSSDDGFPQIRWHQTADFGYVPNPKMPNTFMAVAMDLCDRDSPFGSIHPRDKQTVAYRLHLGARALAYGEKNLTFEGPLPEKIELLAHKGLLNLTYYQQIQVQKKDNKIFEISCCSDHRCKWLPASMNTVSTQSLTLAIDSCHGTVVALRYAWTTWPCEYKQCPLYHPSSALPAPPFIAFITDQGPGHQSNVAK
UHRF1 MBD2 ctr = blocks human UHRF1 binding to methylated DNA | actives 0.75% (n = 370,000) | UHRF1 binding to methylated oligo, TR-FRET | inhibition, % at 4.4 µM; in the data active means inhibition above about 21%;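 further: UHRF1 SRA domain binding a hemimethylated CpG hairpin DNA probe; 0% = median of test compound wells and 100% = reference inhibitor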
KLK7 zymogen act = activates the human kallikrein-7 zymogen; P49862; purified proKLK7, EDANS-DABCYL substrate fluorescence; 100% is mature enzyme control, 0% vehicle; activation, % at 7 µM; actives 0.9% (n = 370,000); AID 652039;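 active means activation above the mean of all tested compounds plus 3 SD, computed per campaign excluding outliers beyond control limits, cut at about 13% in these data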
Target sequence (P49862 whole entry, looked up): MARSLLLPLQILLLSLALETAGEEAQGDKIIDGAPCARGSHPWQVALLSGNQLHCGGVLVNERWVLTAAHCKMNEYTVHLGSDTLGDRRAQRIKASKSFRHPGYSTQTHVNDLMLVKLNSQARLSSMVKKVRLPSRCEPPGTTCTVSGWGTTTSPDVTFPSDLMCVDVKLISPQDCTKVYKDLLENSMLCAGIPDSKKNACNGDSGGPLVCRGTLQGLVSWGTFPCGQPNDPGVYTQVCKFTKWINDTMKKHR
* = called active by the depositor.

Structure | Tn7 DDE FP | DDE Tn6 FP inh | PRMT1 inh | TCR CD3 inh | MBD2 inh | LEDGF integ inh | TDP2 absorb | SIAE inh | UHRF1 MBD2 ctr | KLK7 zymogen act
CCC(=O)Nc1c2c(nn1-c1cccc(Cl)c1)CS(=O)(=O)C2 | 3 | -4 | -1 | -10 | 7 | 0 | -1 | 10 | 2 | -0.5
COc1ccccc1CNC(=O)CC1C(=O)NCCN1C1Cc2ccccc2C1 (stereo not given) | 6 | -2 | 3 | 3 | -2 | -3 | -7 | 7 | 4 | -0.1
CC(C)(C)C(=O)Nc1cccc(-c2ncon2)c1 | 9 | -5 | 1 | 6 | 7 | 3 | 3 | 3 | -1 | -0.6
O=C1c2ccccc2C(c2nc3ccccc3[nH]2)N1c1ccccc1 (stereo not given) | -4 | -3 | -3 | -8 | -1 | 6 | -8 | 1 | 4 | 0.3
O=C(Cc1c(C(=O)O)[nH]c2ccccc12)NCCN1CCN(c2cccc(Cl)c2)CC1 | -2 | -8 | 0 | 0 | 0 | -3 | -6 | 2 | 2 | 0.5
CN(Cc1ccccc1)S(=O)(=O)c1ccc(OCC(=O)NCc2cccnc2)cc1 | 6 | 3 | 2 | -3 | 0 | -1 | -3 | 0 | 5 | 0.5
O=C(CN1CCc2ccccc2C1)Nc1ccccc1Cl | 10 | -6 | -3 | 4 | -3 | 3 | -7 | 6 | 1 | 0.3
O=C(COc1ccc(Cl)cc1Cl)NCc1ccncc1 | 4 | -4 | 2 | 6 | -4 | 6 | 1 | -1 | -4 | 0.8
COC(=O)CCc1c(C)nc(N)[nH]c1=O | 3 | -2 | -2 | -1 | 1 | -2 | 6 | 10 | -2 | 0.1
Cc1ccc(Cc2c(-c3ccc(C#N)cc3)nc3ccc(C)cn23)cc1 | 6 | 1 | 5 | 6 | 9 | -2 | -1 | -5 | 20 | -9.6
Cc1nn(Cc2ccc(Cl)cc2)c(C)c1NC(=O)CCCn1nc(C)c([N+](=O)[O-])c1C | 0 | -2 | 0 | 1 | -1 | 0 | -4 | -5 | 2 | 0.1
COc1ccccc1CNC(=O)c1ccc(CS(=O)(=O)c2ccccc2C)o1 | 3 | 9 | 1 | 10 | -5 | -3 | 2 | -5 | 9 | 0.3
O=C(/C=C/c1ccc(Cl)c(Cl)c1)N1CCc2ccccc21 | 5 | -3 | -1 | 4 | 1 | -1 | 6 | 1 | -4 | -0.9
COC(=O)[C@H](CCSC)NC(=O)Nc1ccc(C)c(C)c1 | -5 | -3 | 2 | -4 | -1 | 3 | 1 | 4 | 1 | -0.7
O=C(NC1CCCCC1)OC[C@@H]1CSCCS(=O)(=O)N1 | -3 | -4 | 1 | -6 | -6 | -3 | 3 | 0 | -1 | -0.3
COc1cccc(CNc2ccc(S(=O)(=O)N3CCN(C)CC3)cn2)c1 | 8 | -6 | 3 | -1 | -1 | -1 | -2 | 4 | -1 | 0.6
Cc1ccc(S(=O)(=O)c2c(C)cc(C)[nH]c2=O)cc1 | 4 | -3 | 2 | 7 | 3 | 0 | 12 | -2 | 1 | -0.5
CCc1cccc(C)c1NC(=S)NCC(c1cccnc1)N(C)C (stereo not given) | 5 | -2 | 0 | 2 | 3 | -1 | -3 | 3 | 2 | 0.7
Cc1ccc(OCC(=O)NNC(=O)c2ccc3c(=O)n4c(nc3c2)CCC4)cc1 | -5 | 2 | -4 | 9 | 2 | 1 | -1 | -5 | -1 | 2.1
COc1ccc(CCNC(=O)C/C(C)=N/NC(=O)c2ccc(Cl)cc2Cl)cc1OC | -8 | -2 | -3 | 3 | 2 | 2 | -4 | 11 | -2 | 0.0
CN(CC(=O)Nc1c(Cl)cccc1Cl)C(=O)c1ccccc1Cc1ccccc1 | 4 | -3 | -3 | 3 | -6 | 5 | 10 | 1 | 0 | -0.1
COc1ccc(OC)c2sc(NNC(=O)C3COc4ccccc4O3)nc12 (stereo not given) | 2 | 4 | 2 | -6 | -6 | -1 | 2 | 8 | -3 | 0.9
CN(CCNS(=O)(=O)c1ccc2c(c1)oc(=O)n2C)Cc1ccccc1 | 7 | -5 | -2 | -6 | -4 | -4 | -3 | -4 | 0 | 0.1
CCN(CC)S(=O)(=O)c1ccc(N2CCOCC2)c(NC(=O)C23CC4CC(CC(Cl)(C4)C2)C3)c1 | 1 | -3 | 1 | 4 | -6 | 4 | 5 | -3 | -2 | 0.2
COCCn1c(C)cc(C(=O)COC(=O)c2ccc(NC(=O)CC#N)cc2)c1C | -3 | 0 | -1 | -13 | 7 | 4 | 0 | -21 | 1 | -0.6
CCN(CC(=O)Nc1ccccc1C(F)(F)F)C(=O)c1ccc2c(c1)NC(=O)C(C)S2 (stereo not given) | -2 | 0 | -3 | 1 | 0 | 7 | -9 | -10 | 1 | 0.9
CC1CN(C(=S)Nc2ccc(Cl)cc2)CC(C)O1 (stereo not given) | -2 | 1 | 2 | -11 | 2 | -2 | -5 | 7 | 0 | -0.1
NNC(=O)C1=NOC2COC3(CCN(c4ncccn4)CC3)OCC12 (stereo not given) | -2 | -2 | 0 | 8 | -1 | 2 | -12 | 3 | -1 | 0.2
Cc1cc[n+]2cc(-c3cccc([N+](=O)[O-])c3)c(-c3cccc([N+](=O)[O-])c3)cc2c1 | 6 | -1 | 1 | -5 | 3 | -4 | -10 | -8 | 10 | -0.5
COc1ccccc1CNC(=O)COC(=O)CNS(=O)(=O)c1ccc(NC(C)=O)cc1 | 2 | -4 | -1 | 5 | -1 | 0 | -9 | 0 | 8 | -0.1
CCC(C)NC(=O)c1ccc(NC(=O)CC2SC(N3CCCCC3)=NC2=O)cc1 (stereo not given) | 3 | 7 | 0 | 3 | -4 | 1 | 4 | -2 | 1 | 0.0
CCOC(=O)Nc1ccc2c(c1)N(C(=O)CCN1CCN(CCO)CC1)c1ccccc1CC2 | 4 | 11 | 1 | 3 | 2 | -1 | 8 | 4 | -2 | 0.1
CC(=O)Nc1cccn(Cc2c(Cl)cccc2Cl)c1=O | 3 | -5 | 0 | 4 | 1 | 6 | -5 | 3 | 0 | -0.2
O=C(c1ccco1)N1CCN(c2c([N+](=O)[O-])nn(-c3ccc(Cl)cc3)[n+]2[O-])CC1 | -4 | 0 | -5 | 0 | -5 | 5 | 5 | 3 | -2 | -0.1
Cc1ccccc1NC(=O)CSc1cn[nH]n1 | -2 | 4 | -2 | -2 | -2 | 1 | -7 | 0 | 4 | -0.3
CC1CC(N(C(=O)c2ccco2)c2ccccc2)c2ccccc2N1 (stereo not given) | 4 | 3 | 0 | 3 | 1 | -4 | -6 | -4 | -2 | 0.8
Cc1ccc(-c2cc(C(F)(F)F)n3ncc(C(=O)N4CCCc5ccccc54)c3n2)cc1 | -3 | -5 | -3 | 1 | -4 | 3 | 3 | -1 | -6 | -0.3
COC(=O)c1ccc(S(=O)(=O)c2ccccc2)c(N)c1 | 0 | 0 | 2 | -6 | 2 | -1 | -1 | 2 | 1 | 9.8
O=c1[nH]c(NCCO)nc2ncn(Cc3ccccc3)c12 | -8 | -3 | -2 | 3 | 1 | 0 | -9 | -4 | 4 | -0.4
Cc1cccc(OCC(=O)NC2CCCc3ccccc32)c1C (stereo not given) | 5 | 7 | -2 | -2 | -2 | 0 | -9 | 8 | 0 | -0.3
Cc1cccc(C)c1OCc1cc(C(=O)N2CC3C[C@@H]4CC2C[C@H](C3)C4)no1 | 1 | -6 | -1 | 3 | -1 | -2 | -8 | 1 | -1 | 0.8
O=C(Nc1ccc2c(c1)[C@H]1C[C@@H](CC(=O)N3CCOCC3)O[C@@H](CO)[C@H]1O2)C1CCOCC1 | -1 | 1 | 0 | 0 | -3 | 1 | 2 | 8 | 0 | -0.3
O=CN1CCN(C(=O)c2ccc(Br)o2)CC1 | -7 | -4 | 2 | 2 | -4 | 1 | -10 | -6 | -1 | 0.8
CC1(C(=O)NCc2ccccc2)CN(S(C)(=O)=O)CC(=O)N1Cc1ccco1 (stereo not given) | 4 | -2 | -4 | 6 | 2 | -1 | 4 | 5 | 0 | 0.9
CCN(C(=O)CSc1n[nH]c(N)n1)C1CCCCC1 | -4 | -7 | -1 | -5 | 8 | 3 | -7 | -9 | 16 | 0.4
COc1ccc(S(=O)(=O)Nc2cc(C)c(O)cc2C(C)C)cc1 | 2 | -5 | 7 | -2 | -4 | 1 | 5 | 12 | 0 | -0.1
O=C(/C=C/Nc1ccc(F)cc1)c1cccs1 | 8 | -2 | -1 | 1 | 2 | -3 | 9 | 3 | -1 | 0.1
Cc1cccc2c(=O)n3c(cc12)-c1[nH]c2ccccc2c1CC3 | -8 | 2 | -2 | -1 | 0 | 4 | 2 | -3 | -1 | 3.3
Cc1ccc(S(=O)(=O)N2CCOCC2)cc1NC(=O)COC(=O)CCc1c[nH]c2ccccc12 | -5 | -1 | -4 | 0 | -6 | 0 | -4 | -5 | 1 | -0.1
O=C(COc1ccc2ccccc2c1)NNC(=O)[C@@H]1CCCC[C@@H]1C(=O)O | -7 | -1 | -2 | 3 | -3 | 1 | -3 | 12 | -2 | -0.3

Other records follow.
Structure | Tn7 DDE FP | DDE Tn6 FP inh | PRMT1 inh | TCR CD3 inh | MBD2 inh | LEDGF integ inh | TDP2 absorb | SIAE inh | UHRF1 MBD2 ctr | KLK7 zymogen act
O=c1[nH]c(=O)n(-c2ccccc2)c2c1C(C(F)(F)F)(C(F)(F)F)N=C(C1CCCCC1)N2 | 5 | -6 | -2 | 0 | 5 | 2 | 9 | 4 | -3 | -0.7
COc1ccc(-n2c(SCC(=O)Nc3sc4c(c3C#N)CCCC4)nnc2-c2ccc(O)cc2)cc1 | -4 | 9 | -1 | -5 | -2 | 0 | 13 | 3 | -4 | -0.4
O=C(Oc1ccccc1-c1nnco1)c1ccc(Cl)cc1 | -5 | -4 | -1 | 3 | 5 | -1 | -17 | 1 | 5 | 0.9
O=C(c1ccc(Cl)cc1)n1c(NCc2ccccc2)n[nH]c1=S | -4 | 9 | -3 | 8 | -3 | -2 | -3 | -4 | 1 | 0.0
c1ccc(CSc2nnc(-c3ccco3)n2Cc2ccco2)cc1 | 4 | 1 | 0 | 6 | -4 | 0 | 8 | 8 | 0 | 0.2
COc1ccc(CCNC(=O)c2cc3c(C)nccc3[nH]c2=O)cc1OC | 5 | 0 | 3 | 0 | 5 | -2 | 7 | -9 | 5 | -0.5
C[C@H](CO)N1C[C@H](C)[C@@H](CN(C)Cc2ccc3c(c2)OCO3)Oc2ccc(NC(=O)Cn3cnnn3)cc2C1=O | -9 | 6 | -1 | -3 | 0 | 0 | -9 | 1 | 2 | 0.3

Bioassay records (PubChem)
